# PTHR1 ag – agonists of human PTHR1 parathyroid hormone receptor; Potency, µM (series often up to 115 µM), inactives show at the top dose activation, most hits filed as activators; AID 743266; 410,000 tested, 0.075% active; Q03431; HEK293 GP2 PTHR1 cells, GloSensor cAMP luminescence, 1 h; also: potency is read from the fitted curve at half-maximal effect; nearly all actives have a fitted effect of over 55% in size; some results filed as inactive show a strong effect at the top dose; inactives centre near -15; many of its hits are not listed in these tables
#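 HEK-293-derived GP2 cells expressing PTHR1 and a GloSensor cAMP reporter, 3,000/well, plated overnight, given luciferin plus IBMX (each 0.5 mM as added) for 1 h at 37 °C, then compound for 1 h at 37 °C. Luminescence was read after 15 min at room temperature.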
# EPAC2 antagonist – blocks human EPAC2 exchange factor | Potency, µM (doses to about 114 µM), for inactives: top-dose activity, negative = inhibition, actives largely listed as inhibitors | EPAC2 GEF exchange of Rap1B-BODIPY-GDP, fluorescence | AID 720708 | 360,000 tested, 0.18% active; also: potency is read from the fitted curve at half-maximal effect; % is scaled to controls: 0 for no effect and ±100 for the full control effect; nearly all actives have a fitted effect of over 45% in size; many of its hits are not listed in these tables
# Target sequence (Q8WZA2 whole entry, looked up): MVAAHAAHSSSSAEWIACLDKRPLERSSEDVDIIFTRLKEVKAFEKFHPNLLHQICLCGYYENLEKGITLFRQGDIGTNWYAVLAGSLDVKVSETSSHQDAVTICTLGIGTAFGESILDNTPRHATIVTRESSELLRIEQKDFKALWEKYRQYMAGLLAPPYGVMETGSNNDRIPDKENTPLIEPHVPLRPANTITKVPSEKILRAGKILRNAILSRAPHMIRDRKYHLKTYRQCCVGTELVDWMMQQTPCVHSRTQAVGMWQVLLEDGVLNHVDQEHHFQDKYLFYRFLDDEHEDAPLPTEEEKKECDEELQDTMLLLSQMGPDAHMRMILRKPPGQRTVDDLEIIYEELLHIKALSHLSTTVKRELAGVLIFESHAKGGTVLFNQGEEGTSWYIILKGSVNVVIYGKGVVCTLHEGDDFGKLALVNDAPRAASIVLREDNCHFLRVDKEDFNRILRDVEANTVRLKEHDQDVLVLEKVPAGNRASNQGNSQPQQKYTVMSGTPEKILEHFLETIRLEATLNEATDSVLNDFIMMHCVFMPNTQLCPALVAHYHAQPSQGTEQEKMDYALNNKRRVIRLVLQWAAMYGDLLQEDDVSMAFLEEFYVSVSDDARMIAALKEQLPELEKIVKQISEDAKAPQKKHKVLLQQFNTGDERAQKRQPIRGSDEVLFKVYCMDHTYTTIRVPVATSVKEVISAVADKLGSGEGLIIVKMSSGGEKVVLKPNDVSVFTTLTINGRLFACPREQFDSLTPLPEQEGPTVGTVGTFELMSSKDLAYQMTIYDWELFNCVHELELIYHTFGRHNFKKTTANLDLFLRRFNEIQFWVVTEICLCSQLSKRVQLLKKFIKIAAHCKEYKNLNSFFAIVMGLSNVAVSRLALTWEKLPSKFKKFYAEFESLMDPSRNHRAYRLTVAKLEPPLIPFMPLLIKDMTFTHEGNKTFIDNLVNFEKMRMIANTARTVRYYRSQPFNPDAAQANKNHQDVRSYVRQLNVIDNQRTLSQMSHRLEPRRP
# D3 antag – blocks the human D3 dopamine receptor; P35462; D3R cells, DiscoveRx beta-arrestin luminescence, antagonist mode; stronger effect = lower value; max response, negative = inhibition, %; 360,000 tested, 2.5% active; in the data active = max response below about -50%; inconclusive = no clear call, values can overlap the other calls; also: % is scaled to controls: 0 for no effect and ±100 for the full control effect; mostly tested at two doses, the higher about 12 µM
#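 Cells expressing the human receptor were seeded at 1500 cells/well, incubated overnight at 37 degrees C in 5% CO2, then exposed to library compounds with dopamine controls for 90 minutes at 37 degrees C before luminescent detection.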
# MmCpn inh – blocks the Methanococcus maripaludis chaperonin Mm-Cpn; purified Mm-Cpn ATPase, ADP Transcreener TR-FRET; 330,000 tested, 0.031% active; Potency, µM (top dose mostly 76.9 µM), for inactives: top-dose activity, negative = inhibition, most hits filed as inhibitors; AID 504842; also: potency is read from the fitted curve at half-maximal effect; % is scaled to controls: 0 for no effect and ±100 for the full control effect; nearly all actives have a fitted effect of over 80% in size
#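 Purified archaeal chaperonin (25 nM final) was preincubated with compound for 10 min at 37°C, then ATP (10 uM final) was added for 30 min at 37°C in Tris pH 7.4/KCl/MgCl2/DTT buffer. ADP was quantified by HTRF Transcreener TR-FRET.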
# D3 ag – agonists of human D3 dopamine receptor | P35462 | D3R DiscoveRx beta-arrestin cells, luminescence, 90 min | max activation, % | 410,000 tested, 0.58% active | AID 652048; in the data active = max activation above about 30%; also: 0% is about no effect; mostly tested at two doses, the higher about 12 µM
#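 Agonist-mode cell screen: cells plated at 1500/well and incubated overnight at 37 °C, then exposed to library compounds for 90 min at 37 °C. Detection reagent was added for 30–60 min at room temperature, and luminescence was read.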
# EPAC2 ag – EPAC2 (human) agonism. 360,000 tested, 0.079% active. EPAC2 activation, biochemical qHTS; response scale: 100% = 6.5 mM cAMP response. Potency, µM (titrated, usually from 154 µM), for inactives: at the top dose activation, actives largely listed as activators. Q8WZA2; also: potency is read from the fitted curve at half-maximal effect; nearly all actives have a fitted effect of over 50% in size
#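 qHTS, titration series. 100 nM EPAC2 / 250 nM Rap1B-BODIPY-GDP / 50 uM GDP; RT; ex 480/em 540 nm, 5-min reads to 30 min. Norm. to 6.5 mM cAMP = activation.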
# Akt phos inh – blocks phosphorylation of Akt; AID 651550; 360,000 tested, 0.32% active; activity change, % for hits at 50 µM; Neuro2A IGF-stimulated pAkt S473 HTRF, 20 min; stronger effect = lower value; in the data active = activity change below about -80%; inconclusive = mostly about -51% to -80%; also: % is scaled to controls: 0 for no effect and ±100 for the full control effect
#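 Single-point screen (50 µM final compound) in Neuro2A cells stimulated 20 min with 6 nM IGF at 37 deg C. After lysis, Ser473-phosphorylated Akt read by HTRF (ex 330 nm, em 615/665 nm) as the 665/615 ratio.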
# CCT modulator – changes cytosolic chaperonin activity. purified chaperonin ATPase assay, HTRF ADP detection, 30 min. activity change, % (test concentration not listed), hits read low. 360,000 tested, 0.3% active; in the data active = activity change below about -30%; also: % is scaled to controls: 0 for no effect and ±100 for the full control effect
#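 First, chaperonin was dispensed at 40 nM or 20 nM final depending on batch activity. Next, compounds were pinned at 76 uM and ATP added at 10 uM. After 30 min at 37 °C, ADP detection reagents ran 30 min at ambient temperature.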
# * marks the source's active call; other numbers are inactive results; i = inactive; ? = inconclusive; nt = no result given; & = joins results of further samples; [ ] = dose if it differs, or a comment. Unless noted, calls follow the shape of the dose curve; as a rule, active = well fitted curve in the direction sought with a large enough effect; inconclusive = small, poorly fitted or top-dose-only effect, or another doubt; inactive = no such curve, though single readings can be large; an effect the other way counts as inactive or inconclusive.
SMILES,PTHR1 ag,EPAC2 antagonist,D3 antag,MmCpn inh,D3 ag,EPAC2 ag,Akt phos inh,CCT modulator
COC(=O)c1cc(C(=O)NCCC(C)C)cc([N+](=O)[O-])c1,i,1%,8,0%,0,11%,i,-1.1
O=C(c1cc2c(s1)CCC2)N1C(=O)c2ccccc2S1(=O)=O,-6%[57.5 µM],2%,0,-9%,3,-85%[inhibitor][15.6 µM],nt,0.5
CCNc1nc(NCC)n2c(SCc3nc4ccccc4c(=O)[nH]3)nnc2n1,-10%[57.5 µM],-1%,0,-1%,-2,2%,i,-1.4
Cc1ccc2cc(C)c3nnc(SCC(=O)c4cccs4)n3c2c1C,i,-6%,7,-8%,-3,-6%,i,2.0
Cc1ccccc1C(=O)Nc1cccc(N)c1,i,-6%,15,-1%,1,-2%,i,0.8
CCCCC(O)CN1CCC(c2ccccc2)CC1 (configuration not stated),i,-4%,-57*,-1%,2,0%,i,-1.9
COCc1ccc(C(=O)N2CCCC(N(C)CCc3ccccc3)C2)s1 (configuration not stated),-16%,-7%,-12,nt,-3,8%,i,-0.9
CCOC(=O)N1CCN(Cc2nc(CC3CC3)no2)CC1,i,8%,-14,7%,3,5%,i,-0.8
O=C(Nc1cccc(S(=O)(=O)N2CCOCC2)c1)C1CCCN(C(=O)c2ccc(Cl)cc2)C1 (configuration not stated),-32%[inhibitor],10%,-7,0%,3,16%,i,-1.6
Cc1cccc(N2CCN(C(=O)c3ccc4ccccc4c3)CC2C)c1 (configuration not stated),-13%,-10%,-1,-1%,-2,6%,i,-2.0
CC(C)N1C(=O)C(O)(C2COC(C)(C)CC2=O)c2ccccc21 (configuration not stated),10%,3%,6,0%,-3,13%,i,-0.4
COCc1cc(/C=N\NC(=O)c2ccc(Cl)cc2)ccc1OC,-12%,2%,1,0%,-28,6%,i,-2.5

# Next part, overlapping the part above by 2 compounds.
SMILES,PTHR1 ag,EPAC2 antagonist,D3 antag,MmCpn inh,D3 ag,EPAC2 ag,Akt phos inh,CCT modulator
CC(C)N1C(=O)C(O)(C2COC(C)(C)CC2=O)c2ccccc21 (configuration not stated),10%,3%,6,0%,-3,13%,i,-0.4
COCc1cc(/C=N\NC(=O)c2ccc(Cl)cc2)ccc1OC,-12%,2%,1,0%,-28,6%,i,-2.5
COc1ccccc1C(=O)NCCC(=O)Nc1cccc(S(=O)(=O)N2CCCC2)c1,-21%,-17%,4,-4%,2,1%,i,2.4
O=C(C1CCCN(S(=O)(=O)c2cccc3nonc23)C1)N1CCN(c2ccccc2Cl)CC1 (configuration not stated),-30%&-33%[inhibitor],-5%,-9,-9%,5&-19,8%,i,2.0
CCOC(=O)COc1cc([N+](=O)[O-])cc2cccnc12,-32%,3%,?,0%,1,1%,i,-2.1
C=CC[C@H](CC(=O)OC(C)(C)C)C(=O)OC[C@@H]1CCCN1C(=O)[C@@H](CC=C)CC(=O)NCCO,i,7%,1,-1%,4,-1%,i,1.3
COc1ccc(N(CC(=O)Nc2cc(Cl)ccc2C)S(=O)(=O)c2c(C)noc2C)cc1,-14%&-34%,-16%,12,-3%,-6&-8,12%,nt,0.5
CSCCC(NC(=O)COc1ccccc1)C(=O)N(C)Cc1cccc(F)c1 (configuration not stated),-12%,0%,19,0%,-4,-7%,i,-1.8
Cc1nnc(N/N=C/c2cc(C)n(-c3ccc(F)cc3)c2C)n1N,i,0%,6,0%,-6,-12%,i,-0.8
Cc1ccccc1NC(=O)CSc1nnc(C)c(=O)[nH]1,-7%,4%,-16,-3%,-2&-15,0%,i,0.8
COc1ccc(N2C(=O)CCC(C(=O)N(C)CCc3ccccn3)C2c2ccc(OC)c(OC)c2)cc1 (configuration not stated),i,5%,26,-1%,-1,3%,i,-0.2
CC(=O)c1c(C)[nH]c(C(=O)Nc2ccccc2N2CCOCC2)c1C,-21%,-2%,-17,3%,-4,11%,i,0.4
O=S(=O)(/C=C/c1ccccc1)N1CCN(c2nc(-c3ccccc3)nc3ccccc23)CC1,i,1%,-2,0%,-1,11%,i,-1.2
Cc1cccc(NS(=O)(=O)c2ccc3[nH]c(=O)[nH]c3c2)c1C,-10%&-16%,-8%,-20,-2%,12&-5,11%,i,0.6
CC(=O)N=c1sc2c3ccccc3ccc2n1C,-18%[57.5 µM],-1%,9,0%,3,5%,i,-1.7
O=C(O)CCCCCN1C(=O)CCC1=O,i,4%,-1,-2%,0,-1%,i,0.5
CCOC(=O)CNC(=O)CSc1nnc(-c2ccc(OC)cc2)n1CC,-3%,-5%,-3,-2%,-3,10%,i,-6.3
CCN(CC)CCCNC(=O)c1ccccc1NC(=O)C1=CSCCO1,-3%,-14%,-20,-1%,-2,9%,i,-3.4
Cc1cccc(-c2c3c(=O)n(C)c(=O)n(C)c3cn2-c2ccc(O)cc2)c1,?,-8%,15,nt,0,7%,i,0.5
O=C(Cn1cccc1C(=O)c1ccccc1)NCCN1CCOCC1,i,10%,14,-2%,-1,-84%[15.6 µM],nt,0.7
O=C(CC1C(=O)NCCN1Cc1c(F)cccc1Cl)NCCCN1CCCC1=O (configuration not stated),-6%,2%,14,-2%,12,2%,i,0.0
Cc1nnc(NC(=O)c2ccc(-c3ccc(Cl)cc3)o2)s1,-2%,15%,8,1%,0,-3%,i,3.6
C#CCNC(=O)C1=C[C@H](c2ccccc2)[C@@H](CCCO)[C@H](OCC)O1,-5%,-10%,?,nt,-11,-7%,i,-0.4
Cc1ccccc1NS(=O)(=O)c1ccc(C(=O)NCC2CCCO2)cc1 (configuration not stated),-3%,-1%,2,-3%,2,-3%,i,3.2
CC1CCN(C(=O)CN(c2ccc(Cl)c(C(F)(F)F)c2)S(C)(=O)=O)CC1,-74%[inhibitor],-14%,-23,-1%,-13,5%,i,-0.2
Cc1cc(C)n(-c2ccc(F)cc2)c(=O)c1C(=O)O,-20%,2%,9,0%,2,1%,i,1.7
CN(C(=O)c1ccc(S(=O)(=O)c2cccc(Cl)c2)c([N+](=O)[O-])c1)C1CCCCC1,-16%,-3%,?,2%,-23,-2%,i,2.5
CC(C)NC(=O)COc1ccc(S(=O)(=O)N2CCCC2)cc1,i,21%,-14,-1%,0,0%,i,2.5
COc1ccc(CONc2ncnc3nonc23)cc1[N+](=O)[O-],i,-20%,-9,0%,-4,-2%,i,-0.5
Cc1nc2nc[nH]n2c(=O)c1CC(=O)O,-7%[57.5 µM],10%,-19,1%,-6,4%,i,-25
O=C(Nc1ccc(NS(=O)(=O)c2ccc([N+](=O)[O-])cc2)cc1)c1ccco1,i,-1%,?,-2%,-5,6%,i,-2.3
CCOc1ccc(NC(=O)N[C@@H](CCSC)C(=O)OC)cc1,i,-13%,-13,1%[15.4 µM],-7,5%,i,0.9
N#C/C(=C\c1cccnc1)C(=O)Nc1cccc(Cl)c1,-84%[inhibitor],7%,-10,-6%,-13,10%,i,-2.6
COc1cccc(NC(=O)CN(C)CC(=O)Nc2ccc3c(c2)CCC3)c1,-24%,-16%,12,5%,16,5%,i,-1.2
N#Cc1c(N)nc2c(c1-c1cccs1)CCCC2,i,5%,6,1%,-1,6%,i,-0.6
C#CCOCCOCCOCCNc1nc(N2CCN(C(=O)[C@H](CCCCN)n3cc([C@@H](N)C(C)CC)nn3)CC2)nc(N2CCN(C(=O)[C@H](Cc3ccc(O)cc3)n3cc([C@@H](N)C(C)CC)nn3)CC2)n1 (some centres not stated),i,8%,11,nt,11,7%,i,-0.1
COc1ccc(OCCN2CCN(C(=O)c3ccc(OC)c(OC)c3)CC2)cc1,-31%[inhibitor],-8%,9,0%,112*,18%,i,-2.5
CC(=O)OC(C(=O)NC1CCCCC1)c1ccccc1Cl (configuration not stated),i,1%,16,3%,3,7%,i,0.5
CCCN1CCc2c(sc3nc(SC)n(-c4ccccc4)c(=O)c23)C1,-3%,4%,46,-7%,2,-5%,i,1.0
COc1ccc(CCNC(=O)c2cccc3c2C(=O)N(C2CCCCC2)C3)cc1OC,-2%,-22%,43,0%,5,-7%,i,2.5
N#CC1=C(SCc2ccccc2)NC(=O)CC1c1ccc(O)cc1 (configuration not stated),i,0%,-12,5%,-8,6%,i,-0.4
O=C(COC(=O)/C=C/c1ccccc1Cl)NCCc1ccc(Cl)cc1Cl,-6%,-4%,12,2%,-3,6%,i,-39*
Cc1ccc(C(=O)NCC(c2ccco2)N2CCCCC2)s1 (configuration not stated),i,2%,?,-1%,-8,1%,i,-2.0
Cc1c(C(=O)O)oc2ccc(S(=O)(=O)NCc3ccc4c(c3)OCO4)cc12,i,3%,8,-1%,-2,0%,i,-3.0
COc1cc(/C=C/C(=O)O)cc(S(=O)(=O)Nc2ccccc2Cl)c1OC,-13%,-2%,4,1%,-2,0%,i,2.8
O=C(CCNC(=O)c1ccccc1Cl)Nc1ccc2c(c1)OCCO2,i,1%,-23,nt,-2,1%,i,0.8
Cc1ccccc1CNC(=O)Cc1ccccc1[N+](=O)[O-],-29%,0%,29,0%,-2,10%,i,-1.6
COc1cccc(SCC2CSc3nc4ccccc4c(=O)n32)c1 (configuration not stated),-20%,-4%,5,1%,3,7%,i,-0.5
CCOC(=O)c1ccccc1NC(=O)COC(=O)c1c(CC)noc1C,i,-11%,10,-5%,-5,7%,i,0.4
Cc1c(NS(=O)(=O)c2cc(C(=O)Nc3ccc(F)cc3Cl)ccc2Cl)c(=O)n(-c2ccccc2)n1C,-11%,-1%,2,nt,-3,5%,i,-0.1
CCN1CCCC1CNCc1cccc(OC)c1OCc1ccccc1 (configuration not stated),-11%,18%,-1,1%,-1,8%,i,0.1
CC(=O)Nc1cccc2ccc(O)cc12,i,-4%,0,nt,-9,6%,i,0.4
CCCSC1=C(C#N)C(c2cccnc2)C(C(=O)OCC)=C(c2ccccc2)N1 (configuration not stated),i,-3%,10,-1%,-6,23%,i,-4.0
Cc1ccc(NC(=O)CN2C(=O)N/C(=C/c3cc(C)n(-c4cccc(C(=O)O)c4)c3C)C2=O)cc1,-15%,-14%,3,1%,5,-2%,i,0.2

# These rows are one share of the data, so the mix of outcomes need not match the whole.
